High-throughput results as filed in PubChem.
C8 TRAIL sens – caspase-8 TRAIL sensitization | 1% of 360,000 active | inhibition (viability loss, TRAIL sensitization), % at 10 µM | AID 624354 | NB7+C8 cells + TRAIL, ATPlite viability luminescence;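 active = compounds causing at least 50% loss of cell viability in the single-dose screen, relative to plate controls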
LMP1 NFkB inh – Epstein-Barr LMP1 NF-kappaB reporter inhibition; inhibition, % at 12.5 µM; LMP1-induced NF-kappaB luciferase reporter cells, luminescence; 0.69% of 350,000 active; in the data active = inhibition above about 41%; inconclusive = no clear call, values can overlap the other calls;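 also: 0% = neutral control wells and 100% = reference inhibitor control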
CF NFkB inh – inhibitors of cystic fibrosis induced NF-kB; KKLEB NF-kB-GFP reporter, PAF-induced, GFP fluorescence overnight; inhibition, % at 5 µM; 0.86% of 360,000 active;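 active = at least 50% inhibition at 5 µM, scaled per plate between neutral and stimulator controls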;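 also: PAF is a Pseudomonas aeruginosa culture filtrate used as stimulus; plate controls were PAF-stimulated DMSO wells for no effect and unstimulated DMSO wells for full effect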
NCOA3 inh – human NCOA3 inhibition; 0.17% of 360,000 active; inhibition, % at 3.6 µM; AID 588352; Q9Y6Q9; HEK293 GAL4-SRC3 luciferase reporter, luminescence;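 active = inhibition above a per-campaign cutoff, the mean of all compounds plus 3 SD, cut at about 60% in these data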;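 also: 0% = DMSO-treated cells and 100% = gossypol-treated cells at 36 µM; higher means less SRC3-driven luciferase light from the GAL4 reporter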
LRH-1 inv ag – NR5A2 inverse agonism in reporter assay | 0.13% of 360,000 active | inhibition, % at 3.6 µM | HEK293T StAR-luciferase reporter, LRH-1 transfected, 24 h | O00482;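 active = inhibition above the mean inhibition of all tested compounds plus 3 SD, cut at about 73% in these data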;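 also: 0% = DMSO wells and 100% = reporter-only cells lacking LRH-1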
Target sequence (O00482 whole entry, looked up): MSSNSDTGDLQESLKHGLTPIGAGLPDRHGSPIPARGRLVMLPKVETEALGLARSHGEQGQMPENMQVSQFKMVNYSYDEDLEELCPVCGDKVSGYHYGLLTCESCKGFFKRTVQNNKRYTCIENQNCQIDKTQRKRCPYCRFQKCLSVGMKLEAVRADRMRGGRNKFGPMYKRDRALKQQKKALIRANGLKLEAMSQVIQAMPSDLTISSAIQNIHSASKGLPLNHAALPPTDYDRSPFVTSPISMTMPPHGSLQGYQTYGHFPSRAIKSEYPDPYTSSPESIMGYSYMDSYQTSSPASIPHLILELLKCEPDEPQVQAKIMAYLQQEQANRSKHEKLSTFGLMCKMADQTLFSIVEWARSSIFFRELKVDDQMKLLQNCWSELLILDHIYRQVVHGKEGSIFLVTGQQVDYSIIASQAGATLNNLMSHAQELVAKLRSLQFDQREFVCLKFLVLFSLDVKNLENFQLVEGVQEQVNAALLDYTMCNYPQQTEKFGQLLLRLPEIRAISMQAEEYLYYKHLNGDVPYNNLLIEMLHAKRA
SRC1 inh – inhibitors of human steroid receptor coactivator 1 (SRC1); Q15788; HEK293 GAL4-SRC1 luciferase reporter, luminescence; inhibition, % at 3.6 µM; 0.12% of 360,000 active; AID 588354;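 active = inhibition above the campaign mean plus 3 SD, with each screening campaign given its own cutoff, cut at about 60% in these data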;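 also: 0% = DMSO treated cells and 100% = gossypol at 36 µM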
COUP-TFII inh – NR2F2 (human) inhibition, primary screen. HEK293T NGFI-A luciferase reporter, luminescence. P24468. 0.7% of 370,000 active. inhibition, % at 8.6 µM;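 active = inhibition above a per-plate cutoff, mean inhibition of test wells between control levels plus 3 SD, cut at about 38% in these data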;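 also: cells cotransfected with COUP-TFII expression vector driving the NGFI-A reporter; 0% = median of COUP-TF2 test wells and 100% = reporter-only cells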
Target sequence (P24468 whole entry, looked up): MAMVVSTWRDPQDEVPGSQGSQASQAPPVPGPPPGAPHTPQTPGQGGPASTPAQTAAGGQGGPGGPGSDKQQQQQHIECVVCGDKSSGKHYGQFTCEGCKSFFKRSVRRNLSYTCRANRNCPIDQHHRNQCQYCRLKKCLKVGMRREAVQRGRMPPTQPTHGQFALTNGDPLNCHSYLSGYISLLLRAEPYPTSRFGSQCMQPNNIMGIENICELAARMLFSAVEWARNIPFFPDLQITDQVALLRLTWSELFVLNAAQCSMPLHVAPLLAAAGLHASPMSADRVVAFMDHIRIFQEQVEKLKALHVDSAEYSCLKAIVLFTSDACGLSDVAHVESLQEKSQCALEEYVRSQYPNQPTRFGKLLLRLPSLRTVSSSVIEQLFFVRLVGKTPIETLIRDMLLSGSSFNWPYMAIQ
TROY NFkB inh – blocks TROY-dependent signaling in reporter cells; inhibition, % at 10 µM; Q293 LMP1-TROYcd NF-kB luciferase reporter, 4 h; AID 1347056; 0.98% of 360,000 active;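 active = compounds whose plate-normalised and pattern-corrected inhibition of the luciferase reporter signal at the single screening dose is 50% or more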
SRC2 inh – inhibits human steroid receptor coactivator 2; Q15596; HEK293 GAL4-SRC2 luciferase reporter, luminescence; inhibition, % at 9 µM; 0.17% of 370,000 active; AID 651957;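 active = inhibition above the mean inhibition of all tested compounds plus 3 SD, set per campaign, cut at about 52% in these data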;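 also: 0% = DMSO treated cells and 100% = cells given Gossypol at 36 µM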
TWEAK Fn14 block – blocks TWEAK-Fn14 interaction in a reporter cell assay; TWEAK-stimulated Fn14 reporter cells, luciferase luminescence, 8 h; inhibition, % at 10 µM; 2% of 360,000 active; in the data active = inhibition above about 50%
KKLEB tox – reduces viability of KKLEB cystic fibrosis airway cells. activity change (cytotoxicity), % at 5 µM. KKLEB CF airway cells viability, ATPlite luminescence, overnight; hits give low values; cells stimulated with P. aeruginosa culture filtrate. 0.36% of 360,000 active. AID 602141;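 active = corrected activity change at or below -50% at 5 µM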
* = called active by the depositor; ? = inconclusive; . = no result given.

| Compound | SRC2 inh | C8 TRAIL sens | COUP-TFII inh | CF NFkB inh | TWEAK Fn14 block | KKLEB tox | SRC1 inh | LRH-1 inv ag | NCOA3 inh | TROY NFkB inh | LMP1 NFkB inh |
| --- | --- | --- | --- | --- | --- | --- | --- | --- | --- | --- | --- |
| CCCNC(=O)CC(NS(=O)(=O)c1ccc(OC)cc1)c1ccco1 (stereo not drawn) | 10 | 2 | -15 | 13 | 13 | 8 | -15 | 4 | 2 | -10 | -5 |
| CCCCC(=O)Nc1ccc(C(=O)NCC(=O)OC)cc1 | -4 | 4 | 8 | -10 | -3 | 19 | 0 | 19 | -2 | -1 | 1 |
| Cc1cccc(C)c1NC(=O)CNCC(=O)Nc1c(C)cccc1C | -26 | 9 | 22 | 2 | 16 | 14 | -16 | -11 | 10 | 8 | -3 |
| Cc1cc(OCC(=O)NC(C)c2ccccc2)ccc1[N+](=O)[O-] (stereo not drawn) | -40 | 0 | -10 | -4 | -13 | -6 | 1 | 10 | 19 | 2 | 9 |
| COc1ccc(CNC(N)=O)cc1 | -19 | 1 | -11 | -5 | 9 | 4 | -27 | 11 | -4 | -4 | -1 |
| COc1ccc(-c2cc(C(=O)OC3CCOC3=O)c3ccccc3n2)cc1OC (stereo not drawn) | -14 | 2 | 1 | -11 | -9 | 7 | 6 | -5 | 10 | -17 | 2 |
| CCC(=O)N1CCN(c2ccccc2NC(=S)NC(=O)c2cccc([N+](=O)[O-])c2)CC1 | 1 | -9 | -16 | 0 | -25 | -21 | 7 | 12 | -19 | -13 | -1 |
| COc1ccc(S(=O)(=O)Nc2ccc(OCC(=O)O)cc2)c2ccccc12 | 22 | -5 | 15 | -3 | 18 | -3 | -8 | -2 | 6 | 3 | 4 |
| O=C(COc1ccccc1)NCCS(=O)(=O)N1CCN(c2ccccc2)CC1 | -8 | 5 | 18 | 25 | 4 | -9 | 0 | 4 | -19 | 3 | 0 |
| O=C(NCCCn1ccnc1)Nc1cccc2ccccc12 | -1 | 2 | -4 | 0 | -22 | 13 | 8 | 28 | -1 | 16 | -15 |
| CCNS(=O)(=O)c1ccc(NC(=O)Cn2nc(C(F)(F)F)cc2C)cc1 | 4 | -6 | 2 | 3 | 87* | 14 | 9 | 23 | 7 | . | 7 |
| COC(=O)[C@]12CCCCC=C1N(Cc1ccc(Cl)cc1Cl)C(=O)[C@H](CC(=O)N1CCN(C(=O)C3CC3)CC1)C2 | -9 | 18 | -2 | . | 12 | . | . | -8 | . | 2 | . |
| COc1ccc(Cl)cc1NC(=O)c1nnn(CC(=O)Nc2ccc(OC)c(OC)c2)c1N | 3 | 11 | -8 | 50* | -33 | -24 | 9 | 8 | 12 | 4 | 5 |
| COc1ccc2cc(C(=O)/C=C/c3cc(OC)c(O)c(OC)c3)ccc2c1 | -11 | 14 | -16 | 26 | 17 | -42 | -36 | -15 | 4 | 4 | -5 |
| O=C(O)c1ccc(-c2ccccn2)s1 | 3 | 7 | 2 | 13 | -15 | 12 | 4 | -6 | -18 | -30 | -6 |
| CCC(=O)c1ccc(OCC(=O)OCC(=O)N2CCc3ccccc3C2)cc1 | -25 | 10 | -6 | -13 | -9 | 7 | 5 | 21 | 15 | 17 | -3 |
| O=C(CSc1cccc[n+]1[O-])c1cc(Cl)ccc1Cl | 7 | -1 | -8 | -2 | 3 | -15 | -13 | -17 | -19 | 3 | -3 |
| OCCn1c(-c2ccc(F)cc2)csc1=Nc1ccccc1 | -13 | 13 | 6 | 9 | -12 | -6 | -26 | -45 | -2 | -27 | 16 |
| CN(CCOc1ccc(Cl)cc1)C(=O)c1cccc(S(=O)(=O)N2CCN(Cc3ccccc3)CC2)c1 | 22 | 27 | 67* | 19 | 57* | -4 | 13 | 25 | 5 | 39 | 18 |
| COc1ccc(-c2nc(N)ncc2-c2ccc(Cl)cc2)c(O)c1 | 14 | -3 | 11 | 31 | 40 | -12 | -2 | 4 | 2 | 15 | 2 |
| CCN(CC)S(=O)(=O)c1cc(NS(=O)(=O)c2cc(Cl)ccc2Cl)ccc1C | -26 | 6 | 31 | -1 | 14 | -6 | -6 | 13 | -7 | 3 | -1 |
| CC(=O)Oc1cccc(C(=O)Nc2c[nH]c(=O)[nH]c2=O)c1 | 12 | -1 | -12 | 18 | -1 | -10 | 6 | 2 | 10 | -16 | 5 |
| O=C(Nc1nsc(-c2ccccc2)n1)c1ccc(F)cc1 | -25 | 15 | -27 | 18 | -26 | -9 | -113 | -127 | -78 | -28 | -21 |
| COC(=O)C1=C(O)/C(=C\c2sccc2C)N=C1C | 14 | -11 | 13 | 3 | -6 | -1 | -6 | 1 | -37 | -27 | -6 |
| Cc1[nH]n(-c2ccccc2)c(=O)c1N=Nc1ccccc1C(=O)N1CCOCC1 | 3 | 10 | 20 | -1 | -1 | 2 | 10 | -13 | 17 | 13 | -3 |
| CC(=O)Nc1cc(-c2cccc(C(=O)N(C)C)c2)cn2c(-c3ccccc3)cnc12 | 13 | -15 | -7 | -30 | -37 | -3 | -4 | -31 | -41 | -7 | . |
| CCC12CN(C(=O)c3ccc([N+](=O)[O-])cc3)CC(CC)(CN(C(=O)c3ccc([N+](=O)[O-])cc3)C1)C2=O | -13 | -7 | -10 | 8 | -9 | 3 | -15 | 0 | 14 | 1 | . |
| COC(=O)C(C(=O)OC)c1ccc(NC(=O)c2cccc(Cl)c2)cc1 | -22 | -6 | -22 | -9 | -19 | -8 | -25 | -2 | -2 | -3 | -20 |
| O=C(Cc1ccccc1)Nc1ccc(NC(=O)C2CCCCC2)nc1 | -13 | 7 | -10 | -15 | -2 | 2 | 3 | 0 | -7 | 15 | -1 |
| COC(=O)c1ccc2nc(-c3ccc(F)cc3)c(Cc3cccc(F)c3)n2c1 | -44 | 7 | -10 | . | -3 | . | . | -35 | . | -39 | . |
| COc1ccc(N(CC(=O)NC2CCCC2)S(=O)(=O)c2c(C)[nH]c(=O)[nH]c2=O)cc1 | 5 | -2 | 13 | -33 | 5 | 15 | 8 | 16 | 19 | 7 | -14 |
| O=C(O)c1nn(Cc2ncc(-c3cccc(Cl)c3)o2)c(=O)c2ccccc12 | -8 | -4 | 8 | 2 | 12 | -16 | 11 | -17 | -10 | 4 | 1 |
| COc1ccc(C(=O)c2ccc([N+](=O)[O-])cc2)c(OC)c1OC | 2 | 2 | 13 | 4 | -3 | -13 | -9 | -7 | -4 | -9 | 3 |
| CCOc1ccccc1OCC(=O)NC1CCSc2ccccc21 (stereo not drawn) | -31 | -5 | 12 | 15 | -37 | -22 | -4 | 5 | -21 | 4 | -9 |
| O=C(N/N=C/c1cc(Cl)ccc1O)c1cccnc1 | 12 | 21 | -20 | -8 | -20 | -12 | 16 | 20 | 46 | 20 | ? |
| CC1=C(C(=O)N(C(C)C)C(C)C)CC(CC(=O)NC2CCCC2)C(=O)N1Cc1ccc(C(C)(C)C)cc1 (stereo not drawn) | 10 | 5 | 3 | -8 | 15 | -2 | 23 | 1 | -7 | 23 | . |
| CN1CCN(/C=C(\C#N)S(=O)(=O)c2ccc(Cl)cc2)CC1 | -18 | -6 | 13 | 2 | 20 | 8 | -4 | 4 | 4 | 18 | 0 |
| O=[N+]([O-])c1ccc2n[nH]nc2c1 | -15 | -13 | 6 | 11 | -14 | 6 | 14 | -3 | 10 | 4 | -14 |
| Cc1cc(C)cc(C(=O)NC(CC(N)=O)c2ccc(NC3CCCC3)c([N+](=O)[O-])c2)c1 (stereo not drawn) | -23 | -1 | -9 | -1 | -8 | -2 | 2 | 12 | -1 | -9 | 0 |
| CC(=O)c1cccc(CN2CCC(C(=O)Nc3ccc(-c4cccc(C)c4)cc3)CC2)c1 | 12 | 5 | 31 | 9 | 30 | -16 | -6 | 9 | 15 | 24 | 7 |
| Cc1ccc(C(C(=O)NCC2CCCO2)N(C(=O)c2snc(C(N)=O)c2N)c2ccccc2)o1 (stereo not drawn) | -12 | -3 | 12 | -11 | 16 | 6 | 3 | -4 | -4 | -11 | 1 |
| O=C(Nc1ccc(N2CCOCC2)c(Cl)c1)c1cccc(-n2cnnc2)c1 | -3 | -2 | -17 | -20 | -40 | -4 | 4 | 11 | 1 | -4 | 4 |
| Cc1cc(OCCn2ccnc2)cc(C)c1Cl | 26 | -18 | 8 | -7 | -3 | -3 | -17 | 4 | -14 | -9 | -2 |
| CCC(CC)C(=O)c1c[nH]c(C(=O)NCCCN2CCOCC2)c1 | -9 | 9 | 12 | -4 | 0 | 11 | -1 | 6 | -5 | 7 | 4 |
| COc1ccc(Cl)cc1N(CC(=O)N1CCCC1)S(=O)(=O)c1ccc(C)cc1 | -1 | -13 | -13 | -5 | 34 | -4 | -13 | 3 | -3 | 3 | -11 |
| COc1ccc(CCNC(=O)Cc2ccc(NC3=NC4CS(=O)(=O)CC4S3)cc2)c(OC)c1 (stereo not drawn) | -23 | -19 | 10 | 22 | 0 | -8 | -7 | 12 | -6 | 6 | 3 |
| O=C(O)CCc1nn2cnc3sc4c(c3c2nc1=O)CCCC4 | -11 | 5 | 11 | 26 | 10 | -20 | -5 | -8 | 8 | 16 | -8 |
| CC(=O)Nc1ccc(NC(=O)c2ccc(-c3ccc([N+](=O)[O-])cc3)o2)cc1 | -9 | 0 | -10 | -42 | -3 | -3 | -4 | 11 | -11 | -31 | 4 |
| O=C(CCNS(=O)(=O)c1ccc2c(c1)CCC(=O)N2)Nc1ccc(F)c(F)c1 | 3 | 6 | -5 | -6 | 9 | 7 | 0 | -5 | -14 | -4 | -7 |
| CN1CCOCCOCCOCCN(C)C1=S | 6 | -3 | -14 | 3 | 6 | -3 | -4 | -4 | 21 | 16 | 1 |

(list continues)
| Compound | SRC2 inh | C8 TRAIL sens | COUP-TFII inh | CF NFkB inh | TWEAK Fn14 block | KKLEB tox | SRC1 inh | LRH-1 inv ag | NCOA3 inh | TROY NFkB inh | LMP1 NFkB inh |
| --- | --- | --- | --- | --- | --- | --- | --- | --- | --- | --- | --- |
| CC(C)c1noc2ncc(C(=O)c3cc(Cl)cc(Cl)c3O)cc12 | -20 | -12 | 3 | 27 | 10 | -7 | -18 | 5 | -6 | 62* | 7 |
| O=C(COC(=O)c1ccco1)NC1CCCC1 | 16 | -13 | 0 | 4 | 0 | 15 | -7 | -15 | -33 | -17 | 4 |
| CCCCNC(=O)c1onc(CSc2cc(C)cc(C)c2)c1C(=O)NCCCC | 10 | -11 | -9 | -14 | -8 | 6 | 7 | 24 | 33 | 4 | -2 |
| O=C(COC(=O)Cc1ccsc1)Nc1ccccc1Cl | -22 | -12 | 13 | 2 | 2 | -9 | -20 | -7 | 3 | 0 | 0 |
| CCc1noc(C)c1C(=O)OCC(=O)NCc1ccccc1 | 2 | -20 | 16 | 6 | -5 | 8 | -16 | 4 | -2 | -10 | -1 |
| CCOC(=O)C1=C(CSc2nc3ccccc3s2)NC(=O)NC1c1cccc([N+](=O)[O-])c1 (stereo not drawn) | 13 | 7 | 7 | 20 | 31 | -6 | -19 | -10 | 16 | 35 | -25 |
| COCCN(C(=O)c1cc(Cl)ccn1)c1c(N)n(Cc2ccccc2)c(=O)[nH]c1=O | 2 | 4 | -7 | 10 | -10 | 4 | -9 | 10 | 12 | -6 | 0 |
| CC(C)CCOc1ccc(/C=C2\CCn3c2nc2cc(C(=O)O)ccc2c3=O)cc1 | -8 | 5 | 13 | 6 | 14 | 12 | 10 | 1 | -25 | 11 | 2 |
